TNAP act hiacc: TNAP activators at high phosphate acceptor level, primary screen, biochemical, luminescence, uHTS | Alkaline phosphatase, tissue-nonspecific isozyme (Homo sapiens), P05186 | purified TNAP, CDP-star luminescence, 1 M DEA, 30 min; stronger effect = higher value; 0 = EDTA background, 1 = DMSO-only activity | activation factor at 20 µM | 200,000 tested, under 10 active;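 active = activation factor at least 2 at 20 µM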
Target sequence (P05186 whole entry, looked up): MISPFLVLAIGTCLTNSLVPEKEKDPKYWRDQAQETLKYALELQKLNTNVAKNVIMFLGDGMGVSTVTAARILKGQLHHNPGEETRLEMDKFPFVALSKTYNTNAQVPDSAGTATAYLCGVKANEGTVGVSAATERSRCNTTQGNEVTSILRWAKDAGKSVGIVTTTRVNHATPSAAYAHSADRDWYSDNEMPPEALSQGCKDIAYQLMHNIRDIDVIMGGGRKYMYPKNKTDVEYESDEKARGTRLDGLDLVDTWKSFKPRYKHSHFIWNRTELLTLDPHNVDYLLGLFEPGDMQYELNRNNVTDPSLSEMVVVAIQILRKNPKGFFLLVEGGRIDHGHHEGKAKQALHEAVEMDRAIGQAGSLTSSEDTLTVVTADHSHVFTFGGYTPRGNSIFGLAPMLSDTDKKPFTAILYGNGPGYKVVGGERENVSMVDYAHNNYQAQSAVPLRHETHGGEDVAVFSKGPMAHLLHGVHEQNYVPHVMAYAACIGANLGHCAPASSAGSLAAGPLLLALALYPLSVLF
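Measured by: Luminescent substrate turnover signal | Test system: Human TNAP | Input: TNAP 1/800 final | Dosing: 20 µM single point | Schedule: 30 min, room temperature | Controls: EDTA wells as negative control, DMSO wells as positive control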
STAT3 blocker: IL-6 driven STAT3 reporter inhibitors, primary screen, U3A cells, luciferase, luminescence, MLSCN library; AID 862, 2007; IL-6 STAT3-luciferase reporter; host cell line lacks STAT1; inhibition, % at 5.5 µM; 190,000 compounds, 0.89% hits;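 active = inhibition above the mean inhibition across all screened compounds plus 3 SD, cut at about 44% in these data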;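 also: 0% = DMSO only wells and 100% = 100 µM nifuroxazide control wells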
STAT1 blocker: STAT1 signaling inhibitors, primary screen, cell-based, HTS, luciferase reporter | NIH 3T3 STAT1-luciferase reporter, IFN-gamma, luminescence | inhibition, % at 5.5 µM | 200,000 compounds, 0.35% hits | AID 920, 2007;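 active = inhibition above a set limit, the mean inhibition across all tested compounds plus 3 SD, cut at about 34% in these data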;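 also: 0% = IFN-gamma with DMSO and 100% = IFN-gamma with 300 µM nifuroxazide; values of inactives mirror those of a sister screen read the other way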
PPARg SRC2 recr: agonists of PPARg-SRC-2 recruitment, primary screen, biochemical, HTS. activation, % at 8 µM. 200,000 compounds, 0.34% hits. PPARgamma LBD-SRC-2 recruitment. Peroxisome proliferator-activated receptor gamma (Homo sapiens), P37231; in the data active = activation above about 22%;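 also: 0% = vehicle and 100% = reference agonist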
STAT3 act: IL-6 driven STAT3 reporter potentiators, primary screen, U3A cells, luciferase, luminescence, MLSCN library; AID 871, 2007; activation (% of control), % at 5.6 µM; IL-6 STAT3-luciferase reporter; 100% = signal with IL-6 EC80 alone; 190,000 compounds, 0.91% hits;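 active = activation above the screen-wide mean of compound activation plus 3 SD, cut at about 130% in these data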;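 also: 0% = background luminescence of wells with medium and substrate only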
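Assay system – human STAT1-deficient U3A cells with stable STAT3-luciferase reporter · Also added – IL-6 (33 ng/mL) · Schedule – compound 1 h, then IL-6 6 h at 37 °C · Technique – reporter luminescence signal · Evaluation – % activation versus median of IL-6-stimulated wells · Benchmarks – IL-6-only wells as 100% reference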
bIAP inhibitor: bovine intestinal alkaline phosphatase inhibitors, primary screen, selectivity assay for TNAP inhibitor project, biochemical, bovine IAP, CDP-star luminescence; 190,000 tested, under 10 active; purified bovine IAP, 30 min; inhibition, % at 20 µM; alkaline phosphatase, intestinal [Bos taurus];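 active = over 50% inhibition of intestinal alkaline phosphatase at 20 µM in the single-dose screen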
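System: Purified bovine intestinal alkaline phosphatase (IAP) enzyme | Input: IAP diluted 1/65,000,000 in the well | Also added: CDP-star chemiluminescent phosphatase substrate, 30 µM final | Dosing: 20 µM single dose | Times: Enzyme reaction for 30 min at room temperature | Detection: Luminescence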
ROMK primary: ROMK potassium channel modulators, primary screen, cell-based, thallium flux, MLSMR library; ATP-sensitive inward rectifier potassium channel 1 (Homo sapiens), P48048; Tet-inducible ROMK, thallium flux fluorescence; actives lie on both sides; B-score at 10 µM; 130,000 compounds, 2% hits; AID 1918, 2009;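 active = signal ratio slope over the read window, or its plate-corrected B-score, at least 3 SD from the plate mean, either direction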;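 also: B-score of the F/F0 ratio slope over 7 to 12 s after thallium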
Target sequence (P48048 whole entry, looked up): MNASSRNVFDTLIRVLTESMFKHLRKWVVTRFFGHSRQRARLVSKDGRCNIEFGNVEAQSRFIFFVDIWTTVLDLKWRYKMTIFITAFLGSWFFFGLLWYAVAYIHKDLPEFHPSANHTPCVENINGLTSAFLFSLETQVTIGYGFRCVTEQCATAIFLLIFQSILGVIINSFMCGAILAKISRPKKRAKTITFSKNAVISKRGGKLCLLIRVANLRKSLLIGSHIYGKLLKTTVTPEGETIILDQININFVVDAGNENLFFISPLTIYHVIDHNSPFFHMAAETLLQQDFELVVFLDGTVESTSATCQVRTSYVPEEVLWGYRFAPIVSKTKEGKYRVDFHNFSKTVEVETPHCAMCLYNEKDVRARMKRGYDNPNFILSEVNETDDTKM
bIAP act: bovine intestinal alkaline phosphatase activators, primary screen, biochemical, bovine IAP, CDP-star luminescence; 200,000 compounds, 0.17% hits; purified bovine IAP, 30 min; stronger effect = higher value; fold of DMSO-control signal, blank-subtracted; alkaline phosphatase, intestinal [Bos taurus]; activation factor at 20 µM;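 active = activation factor of 2 or more at 20 µM, a signal rise over negative controls twice the positive control's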
PPARg SRC1 recr: PPARgamma agonists recruiting SRC-1 coactivator, primary screen, biochemical. Peroxisome proliferator-activated receptor gamma (Homo sapiens), P37231. PPARgamma-SRC-1 coactivator recruitment biochemical assay. activation, % at 8 µM. 200,000 compounds, 0.41% hits. AID 631, 2007; in the data active = activation above about 19%;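 also: 0% = DMSO and 100% = reference agonist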
TR-FRET SRC-2 ct: TR-FRET signal artefacts, primary screen, artefact control for PPARgamma SRC-2 agonist project, biochemical; TR-FRET artefact counter-screen; stronger effect = higher value; 200,000 compounds, 0.4% hits; TR-FRET ratio at 8 µM; AID 1049, 2008; in the data active = TR-FRET ratio above about 2000; also: inactives centre near 1500
PPARg SRC3 recr: PPARgamma agonists recruiting SRC-3 coactivator, primary screen, biochemical | biochemical PPARgamma/SRC-3 coactivator recruitment assay | activation, % at 8 µM | 200,000 compounds, 0.26% hits | AID 731, 2007; in the data active = activation above about 23%;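 also: 0% = DMSO and 100% = reference agonist; some compounds past the cut are filed as inactive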
The depositor's hits bear a star; / = not tested or not shown.

SMILES | TNAP act hiacc | STAT3 blocker | STAT1 blocker | PPARg SRC2 recr | STAT3 act | bIAP inhibitor | ROMK primary | bIAP act | PPARg SRC1 recr | TR-FRET SRC-2 ct | PPARg SRC3 recr
CC1CN(C(=O)Cn2cnc3c2c(=O)n(C)c(=O)n3C)CC(C)O1 (centres undefined) | 1 | -8 | 1 | 12 | 108 | 2 | / | 1 | 10 | 1495 | 3
COc1ccc(CNC(=O)CSc2nnnn2Cc2ccccc2)cc1 | 1.1 | 0 | 6 | 2 | 103 | 16 | 1.8 | 0.8 | 5 | 1786 | 3
COc1ccc(OC)c(Nc2nc(-c3cccs3)cs2)c1 | 1.1 | -53 | -11 | 8 | 147* | 24 | -0.017 | 0.8 | 13 | 1615 | -6
O=C(Nc1ccccc1)c1ccccc1OCc1cccc([N+](=O)[O-])c1 | 1 | -8 | 2 | -3 | 109 | 10 | / | 0.9 | -1 | 1490 | 4
O=C(O)CCC(=O)N1CCN(c2nc3ccccc3s2)CC1 | 1.1 | 4 | -7 | 5 | 98 | 10 | / | 0.9 | 2 | 1462 | 6
COc1cc(/C=C/C(=O)N2CCOCC2)ccc1OCc1ccccc1 | 1 | 14 | -8 | -1 | 90 | 14 | 0.12 | 0.9 | 4 | 1439 | -1
CCOC(=O)c1c(-c2ccccc2)csc1NC(=O)CCN1C(=O)c2ccccc2C1=O | 1 | 3 | 3 | -9 | 97 | 15 | / | 0.8 | -6 | 1568 | -7
CC(=O)c1c(C)[nH]c(C(=O)OCC(=O)N2CCN(S(=O)(=O)c3ccc(C)cc3C)CC2)c1C | 1 | -3 | -8 | 1 | 101 | -13 | -0.83 | 1.1 | -8 | 1559 | -1
CC(=O)OC(C(=O)NCc1ccc2c(c1)OCO2)c1ccccc1Cl (centres undefined) | 1 | -7 | -3 | 10 | 109 | 8 | -0.53 | 0.9 | 2 | 1462 | 1
Cc1ccccc1N1C(=O)c2cccc3c(N(C)CCO)ccc(c23)C1=O | 0.8 | 1 | 1 | 2 | 101 | 34 | / | 0.7 | 9 | 1458 | -4
CSc1nsc(SCC(=O)Nc2nncs2)n1 | 1 | -2 | 2 | 10 | 104 | 6 | 0.43 | 0.9 | 7 | 1762 | 5
CCOC(=O)c1c(N)sc(=S)c2c1CCC2 | 1 | -8 | 11 | 27* | 108 | 6 | -0.32 | 0.9 | 19* | 2147* | 34*
Fc1cccc(Cl)c1Cn1nnc(-c2ccc(N3CCOCC3)cc2)n1 | 1.1 | 22 | -1 | -4 | 84 | 15 | / | 0.8 | -4 | 1483 | -5
CCOc1ccc2[nH]c(=O)c(CN(Cc3nnnn3CCc3ccccc3)CC3CCCO3)cc2c1 (centres undefined) | 1.1 | 2 | 3 | 14 | 100 | 6 | / | 0.9 | 6 | 1567 | 5
COc1ccc(N/C(=N\c2nc(C)cc(C)n2)NC(=O)C(C)C)cc1OC | 1.1 | 0 | -1 | 0 | 103 | 6 | 0.26 | 0.9 | -6 | 1412 | -6
CC1CCN(S(=O)(=O)c2ccc(Br)s2)CC1 | 1.1 | -12 | -3 | 1 | 111 | 39 | / | 0.6 | -3 | 1594 | 7
c1ccc(CNc2nc(-c3cccs3)nc3ccccc23)cc1 | 1 | 14 | 6 | -4 | 87 | -5 | 0.28 | 1.1 | -5 | 1637 | 3
CCCN(CCC)CCNC(=O)c1cc2c(=O)n(C)c3ccccc3c2n1C | 1 | -6 | -8 | 5 | 110 | 0 | / | 1 | 2 | 1777 | 2
COc1ccc(Nc2nc(-c3sc(NC(C)=O)nc3C)cs2)cc1 | 1 | 30 | 3 | 5 | 79 | -6 | -0.77 | 1.1 | 7 | 1610 | 1
COc1ccc(-c2cc(C(F)(F)F)nc(SCC(=O)N(C)Cc3cn(C)nc3C)n2)cc1OC | 1.1 | -12 | -2 | -3 | 108 | 12 | 0.37 | 0.9 | -3 | 1527 | 1
COc1ccc(-c2csc3nc(C)nc(N4CCN(C(C)=O)CC4)c23)cc1OC | 1.1 | -1 | 1 | 1 | 108 | -10 | 0.66 | 1.1 | 0 | 1585 | -1
COc1ccc(C2Nc3ccccc3C(=O)N2O)cc1CN1CCOCC1 (centres undefined) | 1 | -4 | -2 | -4 | 104 | -100 | / | 2* | -3 | 1348 | 0
Cc1ccc(C(C)C)c(Oc2nnnn2-c2ccccc2)c1 | 1 | -2 | -3 | 7 | 105 | 22 | / | 0.8 | 0 | 1637 | 0
Cc1sc2nc(COC(=O)c3ccc(N4CCCC4)c([N+](=O)[O-])c3)[nH]c(=O)c2c1C | 0.9 | -11 | -8 | 1 | 105 | 11 | / | 0.9 | 2 | 1573 | 0
COc1ccc(OC)c(S(=O)(=O)N2c3cc(F)ccc3CCC2C)c1 (centres undefined) | 1 | -9 | -3 | 8 | 108 | 7 | / | 0.9 | 1 | 1529 | 15
O=Nc1c(O)[nH]c2ccc(F)cc12 | 1 | 14 | 2 | 5 | 92 | -5 | -0.99 | 1 | 3 | 1591 | 7
COc1ccc(/C=N/N(C)c2cc(=O)n(C)c(=O)[nH]2)cc1OC | 1.1 | 6 | 2 | 8 | 97 | -19 | 0.01 | 1.2 | 0 | 1561 | -1
Cc1c(Cl)cccc1NC(=O)CC(C(=O)O)C1CCCO1 (centres undefined) | 1.1 | 9 | -2 | 8 | 94 | 7 | 0.79 | 0.9 | 5 | 1744 | 6
CCOC(=O)c1c(NC(=O)CSc2nnc(-c3ccc(C)cc3)o2)sc(C(C)=O)c1C | 1 | -4 | -5 | -4 | 101 | 1 | -0.68 | 1 | 9 | 1483 | 3
O=C(Nc1ccc(NC(=O)C2CC2)nc1)c1ccco1 | 1 | 6 | -24 | 1 | 96 | 10 | 1.3 | 0.9 | 2 | 1526 | 11
Cc1cc(C)n(C(=O)CNC(=O)c2cccs2)n1 | 1.1 | 18 | 2 | -2 | 88 | 4 | 0.23 | 1 | -7 | 1670 | 10
O=C(COc1cc(Cl)c(Cl)cc1Cl)NC(=O)NC1CCCC1 | 1 | 14 | 1 | 5 | 94 | 8 | / | 0.9 | 2 | 1607 | 2
Cc1cccc(NC(=O)c2ccc3ccccc3n2)c1C | 1 | -48 | -38 | -8 | 142* | 18 | / | 0.8 | 0 | 1386 | -4
O=C(NCc1ccccn1)c1c(O)c2c([nH]c1=O)CCCC2 | 1.1 | 18 | -3 | 10 | 89 | 3 | / | 1 | 1 | 1708 | 5
CC(=O)C1=C(C)NC(SCc2cccc3ccccc23)=C(C#N)C1c1ccco1 (centres undefined) | 1 | -2 | 11 | 8 | 97 | 4 | / | 1 | 4 | 1776 | 0
O=C(NC1CCCCC1)c1ccc(S(=O)(=O)N2CCOCC2)cc1 | 1 | -4 | 3 | 4 | 105 | 4 | -0.62 | 1 | -2 | 1645 | 3
CC(C)CCNC(=O)CCNS(=O)(=O)c1ccc(Cl)cc1 | 1 | 1 | 3 | -1 | 101 | -8 | / | 1.1 | 5 | 1419 | 1
Cc1cccc(-c2n[nH]c(=S)n2/N=C/c2ccc(C)o2)c1 | 1 | 3 | -3 | -3 | 95 | 3 | 0.56 | 1 | 3 | 1636 | 2
CS(=O)(=O)N(CC(=O)N1CCOCC1)c1cccc([N+](=O)[O-])c1 | 1 | 0 | -9 | 3 | 102 | 6 | -0.023 | 0.9 | 2 | 1551 | 1
COc1cccc(CNn2c(-c3cccc(C)c3)nc3ccccc3c2=O)c1 | 1 | 7 | 4 | -6 | 95 | -6 | -0.33 | 1.1 | 2 | 1289 | -5
CCCc1cc(C(N)=O)c(NC(=O)C2CCCO2)s1 (centres undefined) | 1 | 9 | -1 | 0 | 94 | 7 | -0.038 | 0.9 | 2 | 1503 | -15
CC(C)Cn1c(=O)[nH]c2ccccc21 | 1 | 11 | 13 | 2 | 94 | 11 | 0.67 | 0.9 | -7 | 1442 | 0
O=C(O)CCCCCN1C(=O)C(O)=C(C(=O)/C=C/c2ccccc2)C1c1cccc([N+](=O)[O-])c1 (centres undefined) | 1 | 13 | 5 | -3 | 96 | 7 | 0.62 | 0.9 | 7 | 1505 | 6
CS(=O)(=O)c1ccc(Cl)c(NC(=O)c2ccc3ccccc3c2)c1 | 1 | 24 | -5 | 0 | 82 | -30 | / | 1.3 | -6 | 1545 | -4
CC1(C(=O)NC2CCCC2)CCC(=O)N1Cc1ccccc1Cl (centres undefined) | 1 | 6 | 6 | 5 | 99 | 0 | 0.046 | 1 | 2 | 1509 | 1
CC(=O)N1CCN(C2=Nc3cccc4cccc2c34)CC1 | 1 | 4 | -13 | 0 | 102 | 22 | / | 0.8 | 0 | 1598 | -6
CCOc1ccc(Nc2ncnc3c2cnn3-c2ccccc2)cc1 | 1 | 11 | -10 | 4 | 91 | 2 | / | 1 | 4 | 1618 | -1
CSc1ccc(-c2nnn(Cc3ccc(C)cc3)n2)cc1 | 1.1 | -6 | -22 | 0 | 105 | 18 | -1.6 | 0.8 | 5 | 1633 | -6
CC1CN(Cc2ccc(Cl)cc2Cl)CC(C)O1 (centres undefined) | 1 | -49 | -14 | 1 | 142* | 0 | -0.065 | 1 | 1 | 1673 | 0
CC(C)Nc1nc(Cl)nc(NNC(=O)C(C)Oc2ccccc2)n1 (centres undefined) | 1 | 8 | 13 | 8 | 98 | -53 | -0.051 | 1.5 | 1 | 1513 | 5

Taken from above:
`CCOc1ccc(Nc2ncnc3c2cnn3-c2ccccc2)cc1` in PPARg SRC3 recr has -1
`CS(=O)(=O)c1ccc(Cl)c(NC(=O)c2ccc3ccccc3c2)c1` in STAT3 act has 82
`CC(=O)N1CCN(C2=Nc3cccc4cccc2c34)CC1` in TR-FRET SRC-2 ct has 1598
